ALDH1A1 block – qHTS Assay for Inhibitors of Aldehyde Dehydrogenase 1 (ALDH1A1). Aldehyde dehydrogenase 1A1 (Homo sapiens), P00352. Purified ALDH1A1, NADH fluorescence, propionaldehyde substrate. Potency, µM (titrated, usually from 75.3 µM), for inactives: top-dose activity, negative = inhibition, usual class: inhibitors. hit rate 7.3% among 220,000. AID 1030, 2008; active = well fitted inhibition curve with a large enough effect, not every such curve was filed as active; inconclusive = small, poorly fitted or top-dose-only effect, or another doubt; inactive = no such curve, though single readings can be large or run the other way;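 also: plate controls were no enzyme wells and a reference inhibitor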
Target sequence (P00352 whole entry, looked up): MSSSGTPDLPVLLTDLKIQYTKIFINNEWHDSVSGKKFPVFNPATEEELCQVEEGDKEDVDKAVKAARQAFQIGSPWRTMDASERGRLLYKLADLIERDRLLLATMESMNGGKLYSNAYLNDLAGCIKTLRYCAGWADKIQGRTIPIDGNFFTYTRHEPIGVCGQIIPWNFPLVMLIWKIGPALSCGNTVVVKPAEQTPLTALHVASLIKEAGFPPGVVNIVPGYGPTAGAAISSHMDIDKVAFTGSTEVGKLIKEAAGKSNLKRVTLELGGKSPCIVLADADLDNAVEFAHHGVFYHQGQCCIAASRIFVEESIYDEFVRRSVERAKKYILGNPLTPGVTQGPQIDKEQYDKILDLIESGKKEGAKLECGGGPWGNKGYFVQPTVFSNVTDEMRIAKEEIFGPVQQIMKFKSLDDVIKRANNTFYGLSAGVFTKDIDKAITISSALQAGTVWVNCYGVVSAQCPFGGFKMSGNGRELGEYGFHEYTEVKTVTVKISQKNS
HttQ103 aggreg – qHTS Multiplex Assay to Identify Dual Action Probes in a Cell Model of Huntington: Aggregate Formation (GFP); PC12 HttQ103-GFP aggregates, Acumen cytometry, 40 h; Potency, µM (top dose mostly 46.1 µM), inactives show at the highest dose activity change, negative = inhibition, hits mostly inhibitors; hit rate 1.1% among 220,000; AID 1688, 2009; also: % is scaled to controls: 0 for no effect and ±100 for the full control effect; nearly all actives have a fitted effect of over 60% in size
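Compounds (qHTS titration) were added to PC12 cells expressing an ecdysone-driven HTT exon 1 Q103–GFP fusion after induction with 100 nM tebufenozide. Aggregate formation was measured as GFP objects in cell lysates.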
HTT ATP protect – qHTS Multiplex Assay to Identify Dual Action Probes in a Cell Model of Huntington: Cytoprotection (ATP). Potency, µM (top dose mostly 56.4 µM), inactives show cytoprotection (ATP increase), actives largely listed as activators. hit rate 0.14% among 230,000. PC12 HTT-Q103 induced, cytoprotection, ATP luminescence, 40 h;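 also: % of control where 0% means no effect; nearly all actives have a fitted effect of over 45% in size; toxic huntingtin expression switched on by the ecdysone agonist tebufenozide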
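ATP quantification (ATPlite) reports survival of PC12 cells in which tebufenozide, 100 nM final, switches on Htt exon 1 with 103 glutamines linked to GFP; compounds are titrated.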
JMJD2E inh – qHTS Assay for Inhibitors of Human Jumonji Domain Containing 2E (JMJD2E) | Lysine-specific demethylase 4E (Homo sapiens), B2RXH2 | JMJD2E catalytic domain, FDH-coupled NADH fluorescence (FDH is formaldehyde dehydrogenase) | Potency, µM (titrated, usually from 57.1 µM), for the others: at the top dose activity change, negative = inhibition, actives largely listed as inhibitors | hit rate 1.6% among 230,000; active = well fitted inhibition curve with a large enough effect, not every such curve was filed as active; inconclusive = small, poorly fitted or top-dose-only effect, or another doubt; inactive = no such curve, though single readings can be large or run the other way;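 also: 0% = wells with enzyme and -100% = buffer wells without enzyme; nearly all actives have a fitted effect of over 50% in size; many of its hits are not listed in these tables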
Target sequence (B2RXH2 1-337 limits assumed): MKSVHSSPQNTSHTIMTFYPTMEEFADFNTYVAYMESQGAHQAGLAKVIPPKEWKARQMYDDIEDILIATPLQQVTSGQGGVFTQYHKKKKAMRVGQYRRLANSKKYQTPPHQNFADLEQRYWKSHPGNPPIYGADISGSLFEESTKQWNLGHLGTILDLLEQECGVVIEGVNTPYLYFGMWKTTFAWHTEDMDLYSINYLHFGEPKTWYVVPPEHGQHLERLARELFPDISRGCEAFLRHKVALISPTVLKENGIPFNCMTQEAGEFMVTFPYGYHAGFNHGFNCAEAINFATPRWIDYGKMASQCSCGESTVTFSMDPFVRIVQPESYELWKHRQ
Tau fluor counter – Counterscreen qHTS for Inhibitors of Tau Fibril Formation, Fluorescence Polarization; tau K18 P301L Alexa594 fluorescence, heparin fibrillization; Potency, µM (highest dose often 57.7 µM), for inactives: top-dose activity change, negative = decrease; hit rate 0.93% among 280,000; also: % is scaled to controls: 0 for no effect and ±100 for the full control effect; nearly all actives have a fitted effect of over 55% in size
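Human tau K18 P301L (15 uM unlabeled, 0.24 uM Alexa 594-labeled) in 100 mM sodium acetate pH 7 with 20 uM heparin, 6 hr at 37 C. ThT 30 uM added, 1 hr ambient; Alexa 594 FP and total fluorescence read at 555/632 nm.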
SMN2 splice enh – qHTS Assay for Enhancers of SMN2 Splice Variant Expression | hit rate 2.8% among 210,000 | Potency, µM (doses to about 46.1 µM), inactives show at the highest dose activity change, positive = activation, actives largely listed as activators | HEK293 SMN2-luciferase splicing reporter, luminescence, 30-36 h; also: % of control where 0% means no effect; nearly all actives have a fitted effect of over 55% in size
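HEK293 cells carry an SMN2 minigene-luciferase reporter in which exon 7 inclusion puts luciferase in frame. Cells were seeded at 2000 cells/well, attached for 10-12 hours, then exposed to compounds for 30-36 hours at 37C before ONE-Glo luminescence.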
Tau ThT inhib – qHTS for Inhibitors of Tau Fibril Formation, Thioflavin T Binding | recombinant tau K18 P301L, heparin-induced fibrillization, ThT fluorescence | Potency, µM (titrated, usually from 57.4 µM), for inactives: top-dose activity, negative = inhibition, hits mostly inhibitors | hit rate 2.1% among 270,000; also: % is scaled to controls: 0 for no effect and ±100 for the full control effect; nearly all actives have a fitted effect of over 55% in size
Target sequence (P10636 561-689 P618L limits assumed): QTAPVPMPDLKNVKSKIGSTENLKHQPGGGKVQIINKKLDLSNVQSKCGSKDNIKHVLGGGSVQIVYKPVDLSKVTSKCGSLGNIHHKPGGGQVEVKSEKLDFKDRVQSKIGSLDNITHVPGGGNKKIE
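Using a mix of unlabeled (15 uM) and Alexa 594-labeled (0.24 uM) tau K18 P301L, heparin-triggered fibrillization over 6 hr at 37 C was scored by ThT fluorescence.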
Tau FP inhib – qHTS for Inhibitors of Tau Fibril Formation, Fluorescence Polarization | K18 P301L tau heparin fibrillization, Alexa594 FP, 6 h | Potency, µM (series often up to 57.7 µM), inactives show top-dose activity, negative = inhibition, actives largely listed as inhibitors | hit rate 0.39% among 280,000; also: % is scaled to controls: 0 for no effect and ±100 for the full control effect; nearly all actives have a fitted effect of over 55% in size
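Recombinant K18 P301L […], labeled with Alexa 594 at 0.24 uM over 15 uM unlabeled; heparin inducer 20 uM final; 37 C, 6 hr; FP endpoint.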
Active calls of the source: *; ? = inconclusive; . = no result given; [ ] = remark or other dose. Unless noted, calls follow the shape of the dose curve; as a rule, active = well fitted curve in the direction sought with a large enough effect; inconclusive = small, poorly fitted or top-dose-only effect, or another doubt; inactive = no such curve, though single readings can be large; an effect the other way counts as inactive or inconclusive. Potency is read from the fitted curve at half-maximal effect. An excerpt; the hit share may differ from the screen's.

SMILES	ALDH1A1 block	HttQ103 aggreg	HTT ATP protect	JMJD2E inh	Tau fluor counter	SMN2 splice enh	Tau ThT inhib	Tau FP inhib
Cc1ccc(CN2CCN(Cc3cccc4c3OCO4)CC2CCO)cc1 (stereo unspecified)	9%	-14%	-31%[inhibitor]	2%	-5%	.	-5%	-1%
S=C(NNc1ccnc2cc(Cl)ccc12)Nc1ccccc1Cl	?	9%	.	1%	-2%	-43%[inhibitor]	15%	5%
COC(=O)N[C@@H](c1cccc(F)c1)C(C(C)=O)C(=O)OC (stereo partly specified)	-1%	.	-36%	?	-1%	-5%	0%	-1%
ON=C1/C(=N\O)CC2(C/C1=N/O)OCCO2	2%	?	9%[1.9 µM]	7.1µM*	-8%	?	-12%	-1%
COCCNc1nc2c(c(=O)n(Cc3cccc(Cl)c3)c(=O)n2C)n1C	.	.	.	.	-17%	-3%	-4%	6%
CS(=O)(=O)c1cnc(-c2cccnc2)nc1N	11%	3%	2%[10 µM]	1%	-5%	8%	-4%	-13%
O=CN1CCN(C(C(=O)NC2CCCC2)c2cc3c(cc2[N+](=O)[O-])OCO3)CC1 (stereo unspecified)	?	2%	-25%	-8%	2%	11%	-4%	5%
COc1cccc(C(=O)Nc2ccc(N3CCCC3)cc2)c1	?	1%	-113%[inhibitor]	-3%	?	8.9µM*	14µM*	5%
O=C(COc1ncnc2c(Cl)cc(Cl)cc12)N1CCN(S(=O)(=O)c2ccccc2)CC1	?	14%	-8%	5%	0%	-1%	12%	2%
COCc1cc(C)n(CC(=O)OC)c(=O)c1C#N	2%	-1%[9.22 µM]	-1%	3%	8%	-8%	5%	-1%
CCn1c(SCC(=O)N2CCCc3ccccc32)nc2cccnc21	?	-21%	1%	2%	-4%	-29%	-5%	2%
C[C@@H](C(=O)Nc1nc2ccccc2s1)N1C(=O)C2CC=CCC2C1=O (stereo partly specified)	23%	35%	.	-3%	-6%	19%	2%	0%
CCOC(=O)C1=C(CC)Nc2ccccc2N=C1NC(=O)c1cc(S(=O)(=O)N(C)C)ccc1Cl	?	29%	12%	1%	-9%	0%	-6%	-9%
Cc1ccc(-c2cnc3c(Cl)c(C)nn3c2)cc1	-7%	-3%	-26%[10 µM]	4%	8%	3.2µM*	?	12%
CN(C)c1ccc(C(=O)NC2CCCc3ccccc32)cc1 (stereo unspecified)	?	2%	-15%[10 µM]	?	-10%	14%	-6%	-1%
CCc1ccc(OCCCC(=O)NCc2ccco2)cc1	?	0%[9.22 µM]	8%[10 µM]	-10%	-1%	.	-14%	7%
O=C(NCCc1ccccc1)c1ccc2c(c1)N(Cc1ccccc1F)C(=O)c1ccccc1S2=O (stereo unspecified)	.	.	.	.	-23%	6%	2%	-7%
CCOC(=O)C1CCN(C(=O)CCn2c(=O)[nH]c3ccsc3c2=O)CC1	-3%	14%	22%	6%	-3%	-9%	-7%	6%
CCOC(=O)/C(=C/c1cn(C)c2ccccc12)NC(=O)c1ccccc1	3%	-15%[9.22 µM]	-20%[10 µM]	-11%	-4%	.	-1%	12%
CCOC(=O)Nc1ccc(OC)c([N+](=O)[O-])c1	?	-29%	9%[10 µM]	2%	2%	-12%	-4%	0%
O=C(c1nc2ccccn2c1CNCC1OCCc2ccccc21)N1CCOCC1 (stereo unspecified)	3%	0%	-38%	5%	4%	.	-6%	5%
O=c1c2c3nc4ccccc4nc3n(/N=C/c3ccco3)c2ncn1CCC1=CCCCC1	25µM*	?	0%	?	-9%	-13%	?	3%
CS(=O)(=O)c1ccccc1-c1nc(-c2cccc(Cl)c2)no1	-10%	19%	-5%[10 µM]	1%	-27%	-13%	-8%	-7%
O=C1CC(=O)N(CCNc2ncc(C(F)(F)F)cc2Cl)C(=O)N1	7%	0%	24%	-8%	-25%	-11%	?	-9%
Cc1ccc(-c2cc(C(=O)OCn3nnc4ccccc4c3=O)c3ccccc3n2)cc1	-11%	-16%	-27%[10 µM]	?	-27%	?	-6%	-14%
CC(C)(C)c1ccc(CN2CCN([C@H](c3ccccc3)c3ccc(Cl)cc3)CC2)cc1	-3%[13.5 µM]	4%	-120%[inhibitor]	.	.	-5%[9.22 µM]	.	.
Cc1nc2ccccc2c(=O)n1/N=C/c1ccncc1	6%	16%	-1%	-3%	-2%	24%	-8%	4%
C=CCn1cccc(C(=O)Nc2ccc(OCC)cc2)c1=O	-3%	-11%	3%[10 µM]	0%	-6%	-21%	-11%	-7%
Cc1ccc2c(CSc3nncs3)cc(=O)oc2c1	?	2%	-25%	-5%	0%	3%	-12%	-2%
NC(=O)C1CC(=O)N(c2ccc(OCC(=O)Nc3cccc(C(F)(F)F)c3)cc2)C1 (stereo unspecified)	-4%	4%	-10%	2%	-4%	-27%	-8%	7%

Taken from above (two entries):
SMILES	ALDH1A1 block	HttQ103 aggreg	HTT ATP protect	JMJD2E inh	Tau fluor counter	SMN2 splice enh	Tau ThT inhib	Tau FP inhib
CCc1ccc(OCCCC(=O)NCc2ccco2)cc1	?	0%[9.22 µM]	8%[10 µM]	-10%	-1%	.	-14%	7%
O=C(NCCc1ccccc1)c1ccc2c(c1)N(Cc1ccccc1F)C(=O)c1ccccc1S2=O (stereo unspecified)	.	.	.	.	-23%	6%	2%	-7%

Carrying on:
SMILES	ALDH1A1 block	HttQ103 aggreg	HTT ATP protect	JMJD2E inh	Tau fluor counter	SMN2 splice enh	Tau ThT inhib	Tau FP inhib
CN(C)S(=O)(=O)c1cccc(NC(=S)Nc2ccc(Cl)cc2Cl)c1	13µM*	-15%	7%	2%	-30%	-22%	-13%	-15%
C(=N\n1cnnc1)/c1ccc2ncccc2c1	3%	-1%	-16%[10 µM]	-1%	4%	-7%	-5%	-2%
CCOC(=O)C1(Cc2ccccc2)CCN(Cc2ccc3cc(NC(C)=O)ccc3n2)CC1	-10%	4%[9.22 µM]	10%[10 µM]	?	-2%	.	-1%	-4%
Cc1cc(NC(=O)C2C3C(=O)N(Cc4ccc(Cl)cc4)C(C(=O)NCc4ccccc4)C34C=CC2(C)O4)no1 (stereo unspecified)	3%	16%	3%	10%	0%	?	-4%	6%
O=C(c1ccccc1)c1ccc2ccccc2n1	-14%	-12%	-25%	7%	-11%	-13%	-12%	-2%
O=C(/C=C/N1CCN(Cc2ccccc2)CC1)C(F)(F)F	1%	2%[9.22 µM]	-34%	-7%	7%	9%	3%	-5%
CCC(C)(C)NC(=O)C1CCN(c2nc(OC)nc(OC)n2)CC1	9%	6%	-28%	4%	-7%	1%	-2%	-5%
CSc1nc2ccc(S(N)(=O)=O)cc2s1	8%	3%	.	-6%	-4%	0%	-10%	-3%
O=C1c2[nH]nc(-c3ccc(Br)cc3)c2C(c2cccc(O)c2)N1c1ccc(Cl)cc1 (stereo unspecified)	.	.	.	.	?	-26%	10%	13µM*
CCN(CC)S(=O)(=O)c1ccc2c(c1)N(CC(=O)Nc1c(C)cccc1C)C(=O)C1CCCN21 (stereo unspecified)	.	.	.	.	-6%	1%	-7%	-1%
CCOC(=O)c1cc(-c2cccs2)nc2onc(C)c12	?	1%	-6%	?	-8%	-17%	-3%	-9%
CC(C)(C)Nc1nc2ccc([N+](=O)[O-])cc2o1	.	-1%[9.22 µM]	8%[10 µM]	-10%	-4%	.	-3%	5%
CCC(=O)N1CCCc2cc(S(=O)(=O)N3CCN(c4ncccn4)CC3)ccc21	?	-13%	5%	-8%	-6%	-30%[inhibitor]	-3%	2%
O=C(NCN1C(=O)C2C3C=CC(C3)C2C1=O)Nc1nccs1 (stereo unspecified)	?	6%	17%[10 µM]	-9%	2%	8%	0%	-2%
Cc1cccn2cc(CCNS(=O)(=O)c3cccc([N+](=O)[O-])c3)nc12	.	-22%[9.22 µM]	6%[10 µM]	-2%	-9%	.	.	-1%
Cc1ccc(CS(=O)(=O)c2ncc(Cl)c(C(=O)Nc3nnc(C(C)C)s3)n2)cc1	.	.	.	.	-16%	-85%[inhibitor]	?	?
O=C(Nc1ccccc1F)c1ccc(-c2ccccc2)s1	.	.	.	.	-11%	?	-14%	-9%
Cc1cc(=O)oc2c1c(C)nn2-c1ccc(Br)cc1	?	5%[9.22 µM]	21%[10 µM]	?	-27%	.	-22%	-5%
CN1CCN(c2ccc(S(=O)(=O)N3CCCCC3)cc2NC(=O)c2cccc([N+](=O)[O-])c2)CC1	-7%	4%	-33%[inhibitor]	-7%	-10%	0%	1%	4%
O=C(CN1CCN(S(=O)(=O)c2ccc(Br)cc2)CC1)Nc1ccccc1F	28µM*	-5%	11%	5%	-7%	?	-7%	6%
COCCN1C(=O)N(c2cccc(C)c2)C(=O)C1CC(=O)Nc1ccc(F)cc1 (stereo unspecified)	1%	-12%	4%	0%	3%	4%	4%	5%
COc1ccccc1C(=O)NN1C(=O)C2C3C=CC(O3)C2C1=O (stereo unspecified)	20µM*	-8%	14%	5%	-4%	-8%	-5%	-8%
O=C(NCc1ccc(Cl)cc1)c1ccc(-n2cccn2)nc1	2%	12%	-10%[10 µM]	2%	5%	-15%	2%	-9%
CCCCN(CCCC)CP(=O)(c1ccccc1)c1ccccc1	15%	-6%	-14%[10 µM]	-5%	-19%	-8%	-22%	1%
CN(C)c1nc(NCc2ccccc2)nc(N/N=C/c2ccccc2F)n1	0%	-4%[9.22 µM]	12%[10 µM]	0%	-15%	-15%	-11%	-6%
CCOC(=O)N1CCN(c2nc(C)cc(C(F)(F)F)n2)CC1	?	10%	-6%	4%	-5%	-1%	?	-6%
Cc1sc(NC(=O)CN(C)C2CCCCC2)nc1-c1ccc2c(c1)CCN2S(=O)(=O)c1ccccc1	-11%	-23%	-18%[10 µM]	5%	-16%	-65%[inhibitor]	-7%	-3%
CC(C)NC(=O)CSc1nnc(-c2ccc(C(C)(C)C)cc2)n1C	6%	-9%	-1%[10 µM]	14%	1%	8%	-2%	4%
COc1ccc(C(=O)N/C(=C\c2ccco2)C(=O)NCCCn2ccnc2)cc1	-9%	17%	25%[10 µM]	0%	-2%	7%	4%	-1%
O=C(CSc1nnc(-c2ccncc2)o1)N1CCCC1	14%	-12%	-18%	-2%	6%	-1%	5%	2%

High-throughput results from PubChem.
